HKDC1 inh – inhibitors of human hexokinase HKDC1; Q2TB90; recombinant HKDC1, G6PDH/diaphorase resazurin coupled fluorescence; inhibition, % at 20 µM; 0.16% of 340,000 active;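 active means inhibition above about 35% when tested at 20 µM, limit read from the data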;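 further: plate controls were DMSO wells with enzyme for no effect and DMSO wells lacking enzyme for full effect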
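Material: recombinant HKDC1 hexokinase; Amount: HKDC1 at 5 µg/mL; Medium: Tris pH 8.0 buffer with MgCl2, Tween-20, BSA, BME; Schedule: 90 min reaction incubation at room temperature, dark; Technique: coupled resazurin fluorescence, excitation 525 nm, emission 613 nm.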
SENP7 block – inhibitors of human SENP7 protease | inhibition, % at 5 µM | 1.5% of 330,000 active | recombinant SENP7, Z-RLRGG-aminoluciferin luminescence, 40 min;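 active means inhibition above about 50% at the single test dose, limit read from the data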;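 further: plate controls were DMSO with enzyme for no effect and no enzyme buffer wells for full effect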
Target sequence (Q9BQF6 706-1050 limits assumed): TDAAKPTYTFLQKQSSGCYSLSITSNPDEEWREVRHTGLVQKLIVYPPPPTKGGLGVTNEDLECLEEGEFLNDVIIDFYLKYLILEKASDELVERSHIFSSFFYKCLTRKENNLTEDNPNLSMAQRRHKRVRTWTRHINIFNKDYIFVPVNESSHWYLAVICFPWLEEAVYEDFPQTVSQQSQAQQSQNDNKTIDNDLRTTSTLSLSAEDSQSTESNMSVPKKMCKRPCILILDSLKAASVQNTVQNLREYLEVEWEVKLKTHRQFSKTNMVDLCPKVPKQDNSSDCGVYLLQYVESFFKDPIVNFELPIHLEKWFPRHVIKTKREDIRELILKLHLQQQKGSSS
UBC13 inh – inhibitors of human UBC13 polyubiquitin chain formation | TR-FRET | inhibition, % at 20 µM | 0.47% of 330,000 active | AID 485273; in the data active means inhibition above about 45%, passing the limit was not always enough
SENP8 block-1 – inhibitors of human SENP8 protease; inhibition, % at 10 µM; Q96LD8; 1.2% of 330,000 active; purified SENP8, Z-RLRGG-aminoluciferin cleavage, luminescence; AID 2540; in the data active means inhibition above about 50%
Target sequence (Q96LD8 whole entry, looked up): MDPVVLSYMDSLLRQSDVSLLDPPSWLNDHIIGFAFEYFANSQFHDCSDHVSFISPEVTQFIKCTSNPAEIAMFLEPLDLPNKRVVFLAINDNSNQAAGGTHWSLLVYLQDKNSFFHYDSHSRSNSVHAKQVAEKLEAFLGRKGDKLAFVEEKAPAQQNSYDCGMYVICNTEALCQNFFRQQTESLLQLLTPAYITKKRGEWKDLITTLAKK
PfGluPho inh – PfG6PD (Plasmodium falciparum) enzyme inhibition; PfGluPho enzyme, NADPH resazurin-diaphorase fluorescence; inhibition, % at 20 µM; 0.78% of 350,000 active;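 active means inhibition reaching at least a set limit at 20 µM in the primary screen, cut at about 59% in these data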;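 further: 0% = DMSO wells with substrate and 100% = DMSO wells lacking glucose-6-phosphate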
SENP6 inh – blocks the human protease SENP6 | Q9GZR1 | Recombinant SENP6 catalytic domain, aminoluciferin luminescence | inhibition, % at 10 µM | 1.8% of 330,000 active;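 active means inhibition above about 50% at the single tested dose, limit read from the data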;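 further: plate controls were DMSO wells with enzyme for no effect and DMSO wells lacking enzyme for full effect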
Target sequence (Q9GZR1 628-1112 limits assumed): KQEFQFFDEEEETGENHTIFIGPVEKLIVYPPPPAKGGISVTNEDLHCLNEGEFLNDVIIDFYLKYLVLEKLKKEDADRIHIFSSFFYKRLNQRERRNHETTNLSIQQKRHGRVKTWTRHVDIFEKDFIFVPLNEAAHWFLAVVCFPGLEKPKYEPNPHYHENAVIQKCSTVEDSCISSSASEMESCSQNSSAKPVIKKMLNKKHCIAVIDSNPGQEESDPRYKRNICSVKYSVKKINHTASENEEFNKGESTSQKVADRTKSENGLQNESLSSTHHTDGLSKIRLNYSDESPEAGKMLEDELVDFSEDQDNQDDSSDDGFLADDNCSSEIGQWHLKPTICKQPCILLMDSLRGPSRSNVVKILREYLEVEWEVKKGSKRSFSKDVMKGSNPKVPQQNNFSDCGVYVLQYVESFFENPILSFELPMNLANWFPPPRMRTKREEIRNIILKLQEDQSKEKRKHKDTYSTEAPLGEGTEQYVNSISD
beta cell repl – induces beta-cell replication in MIN6 cells; MIN6 cells proliferation, ATPlite luminescence, 48 h; cells starved in 0.2% serum; 100% = growth in 10% serum; proliferation, % at 10 µM; 0.29% of 330,000 active; AID 2380;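 active means compounds whose signal lies at least 3.5 SD above the mean of all wells on their plate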;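 further: 0% = DMSO-treated cells in low-serum medium and 100% = 10% serum control; some compounds called inactive have numbers as strong as hits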
SENP1 FRET inh – blocks the human SENP1 SUMO protease catalytic domain; recombinant SENP1 catalytic domain, CyPet-SUMO1-YPet FRET cleavage; 0.21% of 360,000 active; Q9P0U3; inhibition, % at 10 µM; AID 624204;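 active means inhibition at least 30% at 10 µM, raw YFP signal under a set limit, fluorescence ratio 0.5 to 1.5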;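 further: 0% = enzyme with DMSO and 100% = no enzyme wells; some results filed as inactive read as strong as hits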
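system = hSENP1 catalytic domain, recombinant | reagent = SFCypet-SUMO1-SFYpet substrate at 25 nM | doses = one dose per compound, 10 µM, 0.5% DMSO | incubation = enzyme reaction for 50 min at room temperature, dark | measured by = FRET, CFP and YFP emission | controls = no-enzyme low, enzyme-DMSO high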
SENP8 block-2 – blocks human SENP8 cleavage of Nedd8 substrate | Q96LD8 | recombinant SENP8, Nedd8 substrate fluorescence | inhibition, % at 20 µM | 0.64% of 360,000 active | AID 602440; in the data active means inhibition mostly above about 40%, no sharp cut-off; inactive means mostly below about 27%
* hit, by the source's call; . = no result given.

structure | HKDC1 inh | SENP7 block | UBC13 inh | SENP8 block-1 | PfGluPho inh | SENP6 inh | beta cell repl | SENP1 FRET inh | SENP8 block-2
CC(C(=O)O)c1n[nH]c(=O)c2ccccc12 (stereo not drawn) | -9 | -2 | 7 | 6 | -7 | 11 | 0 | 1 | 10
COc1cccc(NC(=O)c2ccccc2N2C(=O)C3C4C=CC(C5CC45)C3C2=O)c1 (stereo not drawn) | -6 | -12 | -6 | 0 | 6 | -3 | -2 | 3 | 3
CCc1ccc(NC(=S)N(CCN2CCCCC2)Cc2ccco2)cc1 | -5 | -2 | 15 | 1 | 9 | 13 | 0 | 2 | 17
COC(=O)c1oc(-c2ccccc2)nc1C | -9 | 17 | 2 | -13 | -2 | -10 | -2 | 2 | 10
O=C(O)/C=C/C(=O)N1CCN(c2cccc(Cl)c2)CC1 | 8 | 7 | 4 | 4 | 1 | -24 | 4 | -1 | 15
Cc1cc(C)c(S(=O)(=O)N2CCCC2)c(C)c1 | 0 | -10 | -7 | -7 | 16 | 6 | 1 | -1 | 4
O=C(CN1CCN(CN2C(=O)NC3(CCCCCC3)C2=O)CC1)Nc1ccc(F)cc1 | -7 | -10 | -13 | -7 | 7 | -27 | 1 | 2 | 7
CC(C)c1ccc(NC(=O)COC(=O)C2=COCCO2)cc1 | 3 | 9 | 1 | -1 | 3 | 12 | -2 | 2 | 8
O=C(c1ccccc1)[C@@H]1[C@@H](C(=O)c2ccc(F)cc2)[C@@]2(C(=O)Nc3ccccc32)[C@H]2c3ccccc3C=CN12 | -1 | 13 | -13 | 28 | 10 | 64* | -3 | 9 | 54*
CCN(CC(=O)Nc1ccc(NC(C)=O)cc1)Cc1c(O)ccc2cc(Br)ccc12 | 2 | 8 | 14 | 12 | -3 | -9 | -1 | 1 | 7
COc1cccc(CNC(=O)N2CCN(c3ccccc3C)CC2)c1 | 0 | -4 | -7 | 1 | -18 | -12 | 0 | -1 | -1
CC1CN(C(=O)COC(=O)c2cc(Cl)ccc2Cl)CC(C)O1 (stereo not drawn) | -3 | 7 | 5 | -1 | -14 | 7 | 2 | 2 | 18
COc1ccc2cc(C(=O)NCCCN3CCCC3=O)[nH]c2c1 | -5 | 0 | 6 | -6 | 0 | 0 | -3 | -13 | -79
COc1ccc(-c2cc(=O)c3ccccc3o2)cc1 | -1 | 43 | 9 | 37 | 25 | 43 | -1 | 2 | -194
COc1cccc2cc(-c3nc4ccccc4o3)c(=O)oc12 | 1 | 38 | 23 | 15 | 16 | 49 | -1 | -4 | -373
O=C(COc1ccc2c(c1)oc(=O)c1ccccc12)NCCCN1CCOCC1 | 9 | 11 | 6 | -2 | -2 | 10 | -3 | 5 | -321
COc1ccc(CN(C(=O)CSc2nnc(-c3c[nH]c4ccccc34)o2)c2ccc(F)cc2)cc1OC | 2 | 2 | 5 | -4 | -3 | -2 | 0 | 0 | 12
NS(=O)(=O)c1ccc(CCNC(=O)CNS(=O)(=O)c2cccc(Br)c2)cc1 | 3 | -4 | 5 | 4 | 16 | -8 | -4 | -8 | -3
O=C(NCC(=O)N1CCN(c2ccccn2)CC1)c1ccc(Br)o1 | -6 | -1 | 3 | 0 | 13 | -3 | -2 | 0 | -23
COc1ccc(C2C(C#N)=C(SCC(=O)Nc3ccc(C)cc3)NC3=C2C(=O)CC(C)(C)C3)cc1 (stereo not drawn) | -2 | -6 | 3 | 9 | 17 | 0 | -5 | -11 | -181
CCn1c(SCC(=O)Nc2cc(C)on2)nc2c([nH]c3ccccc32)c1=O | 7 | 3 | -3 | -4 | -11 | 7 | 0 | 2 | -28
O=c1[nH]n(Cc2ccccc2)c2ccccc12 | 1 | 4 | 13 | -1 | -13 | -8 | -1 | 3 | -312
C/C(=N\NC(=S)NC1CCCCC1)c1cccc(C(F)(F)F)c1 | 1 | -4 | 4 | -5 | 9 | -19 | -6 | 2 | 38
Cc1nn(-c2ccccc2)c2sc(C(=O)NNC(=O)COc3cccc4ccccc34)cc12 | -3 | -6 | -14 | 0 | -14 | -26 | -5 | -1 | -21
COc1ccc(CN(C)C(=O)CCN2C(=O)c3ccccc3C2=O)c(OC)c1OC | -6 | 0 | 2 | -8 | -2 | -20 | 0 | 3 | 12
CC(C)Cc1nc(SCC(=O)N2CCCCC2)c2c(=O)n(C)c(=O)n(C)c2n1 | 3 | 0 | 2 | -1 | -7 | -17 | 2 | -2 | 0
O=C(CSc1ccccn1)C12CC3CC(CC(C3)C1)C2 | -4 | 3 | 2 | 2 | 7 | -5 | 3 | 1 | 12
Cc1ccc(OCC(=O)N/N=C/c2ccco2)cc1 | 2 | 4 | -7 | 5 | 5 | -23 | -3 | 0 | 10
COC(=O)c1cc(S(=O)(=O)N(C)c2ccc(C)c(C)c2)c[nH]1 | -1 | 9 | 7 | -7 | 4 | -15 | 1 | 3 | -28
CN(C)/C=C(\C#N)C(=O)N/N=C(\CC(=O)C(F)(F)F)c1ccco1 | 11 | -10 | -15 | -4 | -3 | -6 | -1 | 1 | 5
Cc1ccc(S(=O)(=O)c2c(C)nn(-c3ccccc3)c2OC(=O)c2ccco2)cc1 | -1 | 3 | 1 | 0 | -29 | 2 | 1 | 2 | 8
Cc1ccc(NS(=O)(=O)c2cc(NC(=O)c3ccc4c(c3)NC(=O)CS4)ccc2Cl)c(C)c1 | -2 | 8 | -1 | 3 | 45 | 11 | -5 | 2 | 13
O=S(=O)(N/N=C\c1ccc2c(c1)OCO2)c1ccc(Cl)cc1 | 7 | 17 | -14 | 7 | -16 | -11 | 0 | 1 | 15
CCOc1ccc(NC(=O)c2cccc3c2C(=O)N(Cc2cccnc2)C3)cc1 | -1 | -14 | -11 | -17 | 31 | -22 | -2 | 3 | 11
CC(=O)c1ccc(S(=O)(=O)N2CCN(C(=O)c3ccc(-n4nc(C)c(Cl)c4C)cc3)CC2)cc1 | -2 | -9 | -8 | -18 | 1 | -9 | -5 | 1 | 13
COc1ccccc1NC(=O)c1ccc(COc2ccc3c(c2)CCC3)cc1 | 9 | -4 | -10 | -11 | -9 | 9 | 0 | 0 | 16

Sorted by SMILES length (ascending): 3 of the compounds above
structure | HKDC1 inh | SENP7 block | UBC13 inh | SENP8 block-1 | PfGluPho inh | SENP6 inh | beta cell repl | SENP1 FRET inh | SENP8 block-2
COc1ccc2cc(C(=O)NCCCN3CCCC3=O)[nH]c2c1 | -5 | 0 | 6 | -6 | 0 | 0 | -3 | -13 | -79
O=S(=O)(N/N=C\c1ccc2c(c1)OCO2)c1ccc(Cl)cc1 | 7 | 17 | -14 | 7 | -16 | -11 | 0 | 1 | 15
CCn1c(SCC(=O)Nc2cc(C)on2)nc2c([nH]c3ccccc32)c1=O | 7 | 3 | -3 | -4 | -11 | 7 | 0 | 2 | -28

More records follow.
structure | HKDC1 inh | SENP7 block | UBC13 inh | SENP8 block-1 | PfGluPho inh | SENP6 inh | beta cell repl | SENP1 FRET inh | SENP8 block-2
Cc1ccc2c(c1)cc1c(=O)n(CC(=O)N3CCCC3)nc(C)n12 | -2 | 3 | 4 | 6 | -8 | 11 | 0 | 2 | -110
CN1C(=O)S/C(=C/c2ccccc2OCc2ccc(C(=O)O)cc2)C1=O | -1 | -1 | -7 | -4 | -20 | -9 | 5 | 0 | -13
O=C1CC(NCc2ccc3c(c2)OCO3)C(=O)N1Cc1ccc2c(c1)OCO2 (stereo not drawn) | -4 | 6 | 5 | 4 | 1 | -9 | 0 | 2 | 15
CCN(CC(=O)Nc1ccc2c(c1)OCCO2)CC(=O)Nc1ccccc1C(F)(F)F | -5 | 11 | 6 | -4 | 4 | 4 | 5 | -1 | 3
O=C(CN(C(=O)Cn1nnc(-c2ccc(F)cc2)n1)c1cnc2ccccc2c1)NCC1CCCO1 (stereo not drawn) | 0 | 11 | -1 | 2 | -11 | -19 | -1 | -17 | 5
CCOC(=O)c1sc(Nc2ccccc2)nc1C | 0 | 15 | 11 | 10 | -1 | 16 | -3 | 0 | -226
CCN(Cc1ccccc1)C(=O)CCS(=O)(=O)c1ccc2c(c1)n(C)c(=O)c(=O)n2C | -3 | 3 | 2 | 2 | 11 | -4 | -4 | 1 | -61
Cc1coc2c(C)c3oc(=O)c(CCC(=O)NCCCN4CCOCC4)c(C)c3cc12 | -3 | -5 | 38 | -13 | 2 | -11 | -3 | -8 | -118
COc1ccc(-c2noc3c2-c2nc(-c4ccccc4C)sc2CC3)cc1 | 6 | -5 | 16 | 1 | -11 | -1 | -6 | . | .
Cc1cc(=O)oc2cc(NC(=O)C(C)Oc3ccccc3)ccc12 (stereo not drawn) | -1 | -6 | -6 | 1 | 14 | -2 | -3 | -2 | -499
CC(C)[C@H](NC(=O)c1ccccc1)C(=O)OCc1nnc(-c2ccccc2)o1 | -10 | 8 | 4 | -1 | 5 | 5 | -3 | 1 | 2
CCOc1ccccc1-c1nc(C(N)=O)c2[nH]c(=O)n(-c3ccc(F)cc3)c2n1 | -1 | 7 | 65* | 2 | -16 | 2 | 0 | -4 | -362

With a hit mark in UBC13 inh (from the list above):
Molecule	HKDC1 inh	SENP7 block	UBC13 inh	PfGluPho inh	SENP6 inh	SENP1 FRET inh
CCOc1ccccc1-c1nc(C(N)=O)c2[nH]c(=O)n(-c3ccc(F)cc3)c2n1	-1	7	65*	-16	2	-4

Continued.
structure | HKDC1 inh | SENP7 block | UBC13 inh | SENP8 block-1 | PfGluPho inh | SENP6 inh | beta cell repl | SENP1 FRET inh | SENP8 block-2
COc1ccc(C)cc1N(CC(=O)N1CCCCCC1)S(=O)(=O)c1ccccc1 | -4 | 6 | 2 | 12 | 1 | -31 | 2 | -2 | 4
Cc1ccc(C(C(=O)NC2CCCC2)N(CCCO)C(=O)Cn2nnc(-c3ccc(C)o3)n2)cc1 (stereo not drawn) | -5 | 5 | -2 | 15 | 1 | 14 | -3 | 0 | 14
CCOC(=O)c1ccc(NC(=S)NCc2ccccc2)cc1 | -4 | -11 | 3 | -11 | 6 | 12 | -4 | 1 | 7
COC(=O)c1sc(N)c(C(=O)OC)c1COC(=O)C12CC3CC(CC(O)(C3)C1)C2 | -2 | -3 | -5 | -3 | 24 | -7 | 0 | -5 | -37
CC1CCc2sc(C(=O)NC(C)C3CCCO3)cc2C1 (stereo not drawn) | 8 | 0 | -6 | -10 | 2 | 3 | -4 | -4 | -8
COc1ccccc1/C=C/C(=C1/C(=O)N(c2ccccc2)N=C1C)c1ccc(C)cc1 | 3 | 7 | -33 | -1 | 10 | 6 | -6 | 1 | 30
O=C(c1ccc(Cl)c(S(=O)(=O)N2CCCCCC2)c1)N1CCN(c2ccc(O)cc2)CC1 | 9 | 0 | 13 | 21 | 54 | 1 | -4 | 3 | 13
NS(=O)(=O)c1ccc(CCNC(=O)CN2CCN(c3ccccc3F)CC2)cc1 | -5 | -4 | -6 | -11 | -8 | -4 | 4 | -1 | 21
O=c1cc(CSc2ccccc2)[nH]c2ccccc12 | 1 | -6 | -5 | 5 | 3 | -1 | -1 | 2 | 4
CN1C(C(=O)N2CCc3ccccc3C2)=CC(c2ccc(F)cc2)=NS1(=O)=O | -3 | -1 | -10 | 9 | 28 | -11 | -5 | 10 | -51
Cc1cccn2cc(CNC(=O)c3ccco3)nc12 | -6 | 7 | -2 | 1 | -29 | 3 | -4 | 1 | 15
CCOC(=O)C1=C(C)N(CCO)C(=O)NC1c1ccccc1 (stereo not drawn) | -7 | -9 | -13 | -2 | 1 | -5 | 1 | 5 | 12
Cc1nnc(SCC(=O)NC2CC2)n1CC1CCCO1 (stereo not drawn) | -13 | -4 | -2 | -7 | 13 | -15 | -1 | 0 | 8
